High-throughput results deposited in PubChem by several laboratories.
MrgX1 PAM = human MrgX1 positive allosteric modulation, primary screen; Q96LB2; MrgX1-HEK293, Fluo-4 calcium flux, FDSS; stronger effect = higher value; B-score at 10 µM; 310,000 tested, 0.63% active; AID 588675;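 active = plate-corrected calcium response at least 3 library SD above typical, normal starting fluorescence, not activating the receptor alone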;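 note: compound read alongside a low EC10 to EC30 dose of BAM8-22 agonist; peak minus trough fluorescence over baseline measured at the second addition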
Target sequence (Q96LB2 whole entry, looked up): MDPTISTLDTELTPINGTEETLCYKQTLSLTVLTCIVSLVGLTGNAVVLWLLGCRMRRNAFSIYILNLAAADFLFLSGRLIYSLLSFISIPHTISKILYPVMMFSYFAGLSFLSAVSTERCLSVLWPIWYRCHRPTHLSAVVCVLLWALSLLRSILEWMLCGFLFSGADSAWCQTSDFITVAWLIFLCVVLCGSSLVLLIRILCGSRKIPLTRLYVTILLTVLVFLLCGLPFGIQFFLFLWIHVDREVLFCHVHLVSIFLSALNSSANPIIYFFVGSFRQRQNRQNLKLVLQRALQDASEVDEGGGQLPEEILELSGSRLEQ
TMEM16A inh = blocks the mouse calcium-activated chloride channel TMEM16A | Q8BHY3 | HEK293 TMEM16A/YFP iodide influx fluorescence, ionomycin | normalized B-score (activity score, 25-100; higher = stronger inhibition) at 10 µM | 310,000 tested, 1.2% active;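 active = ratio plate-corrected score three or more library SD toward inhibition, starting fluorescence score within five deviations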;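 note: score derived from kinetic fluorescence span divided by baseline fluorescence per well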
SKKanGAS inh = inhibitors of SKKanGAS S. pyogenes growth in kanamycin (SK-promoter or general growth effect); BacTiter-Glo, 6 h; inhibition, % at 7.5 µM; AID 1662; 300,000 tested, 1.3% active;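 active = mean replicate score, as percent of positive control median, at least 50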;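 note: strain carries kanamycin resistance gene driven by streptokinase promoter and grows in 40 µg/ml kanamycin; loss of luminescence reflects streptokinase promoter inhibition or plain growth inhibition; 0% = median of DMSO wells and 100% = positive control at its reference dose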
MrgX1 antagonist = human MrgX1 receptor antagonism, primary screen; MRGX1-HEK293 calcium flux, Fluo-4, BAM8-22 antagonism; stronger effect = lower value; AID 588676; Q96LB2; 310,000 tested, 1.3% active; B-score at 10 µM;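 active = calcium-response B-score plate-corrected more than 3 library SD below zero, starting fluorescence within 5 deviations, no agonist response on first addition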;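 note: peak minus trough fluorescence over baseline after final BAM8-22 challenge near maximal dose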
HDAC3 inh = inhibitors of human histone deacetylase 3; recombinant HDAC3, fluorogenic peptide/trypsin coupled, fluorescence; inhibition, % at 8.3 µM; 320,000 tested, 0.15% active; AID 2718; in the data active = inhibition above about 26%, passing the limit was not always enough
Target sequence (O15379 whole entry, looked up): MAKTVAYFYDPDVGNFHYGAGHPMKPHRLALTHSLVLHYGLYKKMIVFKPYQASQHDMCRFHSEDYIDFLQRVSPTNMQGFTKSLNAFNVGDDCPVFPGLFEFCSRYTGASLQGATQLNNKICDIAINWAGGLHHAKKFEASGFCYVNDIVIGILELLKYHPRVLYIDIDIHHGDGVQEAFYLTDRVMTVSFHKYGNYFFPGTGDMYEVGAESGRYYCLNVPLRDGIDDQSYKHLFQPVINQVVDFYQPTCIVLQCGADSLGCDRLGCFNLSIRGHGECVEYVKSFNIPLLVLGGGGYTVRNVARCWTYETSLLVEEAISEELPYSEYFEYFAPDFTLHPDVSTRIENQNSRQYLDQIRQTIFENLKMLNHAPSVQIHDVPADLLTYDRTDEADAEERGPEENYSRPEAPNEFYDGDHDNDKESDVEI
TRPC6 activator = activators of mouse TRPC6 channel; B-score at 10 µM; Q61143; 310,000 tested, 0.13% active; HEK293-TRPC6 membrane potential dye fluorescence; stronger effect = higher value;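 active = B-score of the integrated fluorescence ratio above library mean plus 3 SD, and starting fluorescence ratio within library mean plus 5 SD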;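 note: higher score means more depolarization so channel activation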
MrgX1 ag = activates human MrgX1 receptor signaling; Q96LB2; MrgX1-HEK293 cells, Fluo-4 calcium fluorescence, agonist mode; stronger effect = higher value; B-score at 10 µM; 310,000 tested, 0.44% active; AID 588627;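 active = calcium response B-score plate-corrected fluorescence ratio at least 3 library SD, with starting fluorescence B-score inside 5 SD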
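Material: MrgX1-expressing HEK293 cells / Dosing: compound as first of three additions / Incubation: overnight seeding, then 1 h dark dye loading / Signal: Fluo-4 NW calcium fluorescence / Evaluation: B-scored fluorescence response ratio / Benchmarks: positive and negative control wells on each plate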
TRPC6 inhibitor = inhibitors of mouse TRPC6 channel. 310,000 tested, 1.1% active. AID 2553. B-score at 10 µM. Q61143. HEK293-TRPC6, membrane potential dye, ACh-evoked depolarization; stronger effect = lower value;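 active = B-score under library mean minus 3 SD, initial fluorescence not abnormally high, positive integrated signal ratio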;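 note: B-score derived from integrated fluorescence ratio over the kinetic read; more negative B-score means stronger inhibition of depolarization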
RGS4 pot = RGS4 potentiation or activation | HEK293 M3R/inducible RGS4, carbachol calcium flux Fluo4; stronger effect = lower value | B-score at 10 µM | 310,000 tested, 0.92% active;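 active = B-score of the integrated calcium signal more than 4 SD below the library mean, with starting fluorescence not abnormally high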;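 note: negative B-score means reduced calcium response which marks RGS4 activation or potentiation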
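Material: Inducible-RGS4 HEK293 cells carrying M3 receptor; also added: carbachol at ECmax as muscarinic agonist stimulus; incubation: compound preincubation 20 min at room temperature before agonist; signal: Fluo4-AM (2 µM) calcium-flux fluorescence, kinetic read; measure: integrated calcium ratio converted to B score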
RGS4 block = human RGS4 inhibition; P49798; HEK293 M3R/RGS4 inducible, Fluo-4 calcium flux; stronger effect = higher value; triggered by carbachol at its EC20; B-score at 10 µM; 310,000 tested, 0.45% active; AID 463165;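 active = B-score, a plate-corrected calcium signal, over three deviations above library mean, with baseline fluorescence within five deviations of library mean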;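 note: RGS4 expression induced by doxycycline in cells with stable M3 receptor; B-score is computed from the integrated fluorescence ratio over baseline after carbachol; higher B-score means a larger calcium signal and so more RGS4 inhibition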
Target sequence (P49798 whole entry, looked up): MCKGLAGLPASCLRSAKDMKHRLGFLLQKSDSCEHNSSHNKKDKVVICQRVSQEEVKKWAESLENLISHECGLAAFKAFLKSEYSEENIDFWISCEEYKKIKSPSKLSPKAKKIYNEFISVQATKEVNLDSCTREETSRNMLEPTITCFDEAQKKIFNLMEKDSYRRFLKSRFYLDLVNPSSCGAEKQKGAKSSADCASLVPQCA
ANO1 activ = activates or potentiates the mouse TMEM16A chloride channel; 340,000 tested, 0.3% active; HEK293 TMEM16A/YFP-H148Q/I152L, iodide quench fluorescence; stronger effect = lower value; Q8BHY3; B-score at 10 µM;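 active = fluorescence-ratio B-score plate-corrected deviation score at least 3 library SD below zero, with starting fluorescence score within 5 deviations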;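 note: channel opened by trigger with iodide after compound preincubation; score built on the fluorescence ratio of max minus min over baseline; more negative score means more quench and so TMEM16A activation or potentiation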
* = called active by the depositor; i = inactive; · = no result given.

SMILES	MrgX1 PAM	TMEM16A inh	SKKanGAS inh	MrgX1 antagonist	HDAC3 inh	TRPC6 activator	MrgX1 ag	TRPC6 inhibitor	RGS4 pot	RGS4 block	ANO1 activ
Cc1nnc2ccc(-c3cccc(NS(=O)(=O)c4cc(F)ccc4F)c3)nn12	i	i	24.9	i	8.3	i	i	i	i	i	i
C#CCOCCOCCOCCNc1nc(N2CCN(C(=O)[C@H]([C@@H](C)CC)n3cc(CCCN=C(N)N)nn3)CC2)nc(N2CCN(C(=O)[C@H](CCCCN)n3cc(CC(C)O)nn3)CC2)n1 (stereo partly specified)	i	i	·	i	-0.2	·	i	·	·	·	i
CC1=CC(=C(C#N)C#N)c2ccccc2N1C	i	i	-4.6	i	0.8	i	i	i	i	i	i
Cc1cc(=O)cc(C)n1-c1ccc(Cl)cc1	i	i	-7.8	i	-2.8	i	i	i	i	i	i
O=C(CN1C(=O)COc2ccccc21)Nc1ccc2c(c1)OCCO2	i	i	-5.0	i	0.4	i	i	i	i	i	i
C#CCNC(=O)c1cccn1-c1ncc(C(F)(F)F)cc1Cl	i	i	6.3	i	-5.1	i	i	i	i	i	i
CCOC(=O)COc1c(C(=O)OC)sc2ncccc12	i	i	-4.3	i	-3.0	i	i	i	i	i	i
COc1cc(NC(=O)CSc2nccc(C)n2)c(C(=O)O)cc1OC	i	i	-7.7	i	-0.3	i	i	i	i	i	i
O=C(COC(=O)[C@H](Cc1ccccc1)NS(=O)(=O)c1ccccc1F)NC1CCCCC1	i	i	4.1	i	-1.4	i	i	i	i	i	i
CC(=O)Oc1ccc(/C=C2/C(=O)N(c3ccccc3)N=C2C)cc1	i	i	0.6	i	-4.2	i	i	i	i	i	i
O=[N+]([O-])CC1(n2nc3ccccc3n2)CCCCC1	i	i	-0.2	i	-1.9	i	i	i	i	i	i
NC(=S)Nc1cccc2[nH]ncc12	i	i	-3.7	i	-2.0	i	i	i	i	i	i
Cn1cc(C(=O)c2cccc(Cl)c2)cc1C#N	i	i	-7.4	i	-19.0	i	i	i	i	i	i
CCCCNC(=O)c1onc(CSc2ccc(OC)cc2)c1C(=O)O	i	i	15.8	i	-1.2	i	i	i	i	i	i
CCOC(=O)c1ccc(NC(=O)c2n[nH]c(=O)c3ccccc23)cc1	i	i	3.0	i	-3.7	i	i	i	i	i	i
O=C(CO/N=C/c1ccc(OC(F)F)cc1)NCc1ccco1	i	i	-0.4	i	-0.9	i	i	i	i	i	i
COc1ccccc1C1c2ccc3ccccc3c2Oc2ncn(CCCO)c(=N)c21 (stereo unspecified)	i	i	2.6	i	-0.9	i	i	i	i	i	i
O=C(NCCCN1CCCC1=O)c1ccc(NS(=O)(=O)c2ccccc2)cc1	i	i	-1.6	i	1.6	i	i	i	i	i	i
CCOc1ccc(-n2c(SCC(N)=O)nnc2-c2cccnc2)cc1	i	i	17.9	i	-4.6	i	i	i	i	i	i
CCn1c(=O)c(C(=O)CN2CCN(S(=O)(=O)c3ccc(C)cc3C)CC2)c(N)n(Cc2ccccc2)c1=O	i	i	19.8	i	1.1	i	i	i	i	i	i
CC(=O)c1cccc(NC(=O)C2CCCN2S(=O)(=O)c2cccc3cccnc23)c1 (stereo unspecified)	i	i	2.0	i	1.5	i	i	i	i	i	i
O=C(NNc1cccc(Cl)n1)Nc1ccc(F)cc1	i	i	3.0	i	9.0	i	i	i	i	i	i
C#CCOc1ccc(/C=N/NC(=O)c2cccnc2)cc1OCC	i	i	-0.7	i	7.0	i	i	i	i	i	i
O=C1CC(c2ccccc2)Cc2nc3ncnn3cc21 (stereo unspecified)	i	i	-2.9	i	0.3	i	i	i	i	i	i
COc1ccc(C(=O)Nc2ccc(S(=O)(=O)NC(C)=O)cc2)cc1[N+](=O)[O-]	i	i	0.7	i	2.7	i	i	i	i	i	i
O=C(CCS(=O)(=O)c1ccc(Br)cc1)N1CCCCCC1	i	i	-1.0	i	2.7	i	i	i	i	i	i
COc1ccccc1/C=N/OCc1cc(C(C)=O)ccc1OC	i	i	4.3	i	5.0	i	i	i	i	i	i
Nc1ccc(/C=C/c2ccc3ncccc3c2)cc1	i	i	7.0	i	0.3	i	i	i	i	i	i
CCC(=O)NCCc1nc2ccccc2n1Cc1ccccc1	i	i	-0.7	i	3.5	i	i	i	i	i	i
COc1ccccc1CCN=C(N)NS(=O)(=O)c1cc(F)ccc1F	i	i	-2.3	i	-3.9	i	i	i	i	i	i
Cc1ccc(/C=C2\SC(=S)N(CCC(=O)NCCCN3CCOCC3)C2=O)cc1	i	i	-3.9	i	5.0	i	i	i	i	i	i
CCOc1ccc(CCNC(=O)C2CCN(c3nn4c(=O)cc(C)nc4s3)CC2)cc1OCC	i	i	5.4	i	13.5	i	i	i	i	i	i
COc1ccccc1Nc1ncc(C(=O)N2CCN(Cc3ccc(OC)c(OC)c3OC)CC2)c2ccccc12	i	i	3.9	i	7.8	i	i	i	i	i	i
CC1CCN(S(=O)(=O)N2CCC(C(=O)NCc3cccs3)CC2)CC1	i	i	5.1	i	1.6	i	i	i	i	i	i
CCCS(=O)(=O)c1c(S(=O)(=O)CCC)c2cnccn2c1C(=O)c1ccc(F)cc1	i	i	-1.8	i	·	i	i	i	i	i	i
Cc1ccc(N(C(=O)Cn2nnc(-c3ccc(C)o3)n2)C(C(=O)NC2CCCC2)c2ccncc2)cc1 (stereo unspecified)	i	i	-4.8	i	-1.5	i	i	i	i	i	i
Cc1nc2cc(C(F)(F)F)ccc2n1CCNc1nc(-c2ccc(F)cc2)cs1	i	i	14.5	i	3.8	i	i	i	i	i	i
O=C(NCCC1CCCCN1S(=O)(=O)c1ccccc1)C(=O)NCCN1CCOCC1 (stereo unspecified)	i	i	15.3	i	-6.8	i	i	i	i	i	i
CCSC1=C(C#N)C(c2cccc(OC)c2)CC(=O)N1 (stereo unspecified)	i	i	-7.8	i	4.4	i	i	i	i	i	·
Cc1ccc2c(c1)c1c(n2C)C(=O)CCC1	i	i	0.6	i	-7.8	i	i	i	i	i	i
Clc1ccc(C(Cn2ccnc2)OCc2c(Cl)cccc2Cl)c(Cl)c1 (stereo unspecified)	i	i	·	i	-0.5	·	i	·	·	·	i
Cc1nc2ccccc2c(=O)n1NCc1cccs1	i	i	-1.9	i	7.5	i	i	i	i	i	i
COCCNC(=S)NC12CC3CC(CC(C3)C1)C2	i	i	-4.9	i	-0.3	i	i	i	i	i	i
COc1ccccc1OCCSc1nc2ccccc2n1CCC(=O)O	i	i	-5.8	i	-1.3	i	i	i	i	i	i
CN(C)S(=O)(=O)c1ccc(NC(=O)c2cccnc2)cc1	i	i	-8.7	i	-1.6	i	i	i	i	i	i
CSc1cccc(-n2c(C)cc(C(N)=O)c2C)c1	i	i	8.1	i	-4.2	i	i	i	i	i	i
CCOC(=O)c1cc2oc(C)cc2n1CC(=O)OC1CCCCC1	i	i	3.5	i	7.1	i	i	i	i	i	i
CCOC(=O)c1ccccc1NC(=O)Cc1c(C(=O)O)n(C)c2ccccc12	i	i	6.5	i	-1.2	i	i	i	i	i	i
CCOC(=O)CC1C(=O)NCCN1S(=O)(=O)c1cccc(C(F)(F)F)c1 (stereo unspecified)	i	i	-3.3	i	-0.3	i	i	i	i	i	i
CCOc1ccccc1NC(=O)CSc1nnnn1-c1ccc(C(=O)OC)cc1	i	i	6.3	i	-1.4	i	i	i	i	i	i
N#Cc1ccc(C(=O)Nc2cc(S(=O)(=O)Nc3ccc(Cl)cc3)ccc2N2CCCCC2)cc1	i	i	9.6	i	0.0	i	i	i	i	i	i
COc1ccc(OC)c(S(=O)(=O)Nc2cccc3ccccc23)c1	i	i	2.7	i	2.4	i	i	i	i	i	i
Cc1c(C(=O)Nc2ccncc2)oc2c1C(=O)CC(C)(C)C2	i	i	8.7	i	0.6	i	i	i	i	i	i
O=C(Cc1ccccc1)NCc1ccc2c(c1)OCO2	i	i	-3.9	i	1.7	i	i	i	i	i	i
C=CCN1C(=O)SC(Cc2cccc(OC)c2O)C1=O (stereo unspecified)	i	i	5.3	i	0.1	i	i	i	i	i	i
COc1ccc(-c2nc(-c3ccccc3)ncc2S(C)(=O)=O)cc1	i	i	-18.2	i	0.1	i	i	i	i	i	i
O=C1CC(c2ccccc2)CC(O)=C1C=NCCc1ccccc1 (stereo unspecified)	10.7*	i	-4.2	i	4.9	i	i	i	i	i	i
COc1cc(NC2c3ccccc3C(=O)N2Cc2ccc3c(c2)OCO3)cc(OC)c1 (stereo unspecified)	i	i	3.7	i	3.2	i	i	i	i	i	i
CCOc1ccc2oc(=O)cc(C)c2c1	i	i	-12.1	i	-0.1	i	i	i	i	i	i
COc1ccc(S(=O)(=O)NCc2ccc3c(c2)OCO3)cc1C	i	i	3.6	i	1.0	i	i	i	i	i	i
(cont.)
SMILES	MrgX1 PAM	TMEM16A inh	SKKanGAS inh	MrgX1 antagonist	HDAC3 inh	TRPC6 activator	MrgX1 ag	TRPC6 inhibitor	RGS4 pot	RGS4 block	ANO1 activ
CC(=O)Nc1sc(NC(=O)c2ccc(C)cc2)nc1-c1cccs1	i	i	-5.6	i	-3.0	i	i	i	i	i	i
CCOc1cc(C(=O)N2CCC(CC3CC(c4cccc(Br)c4)=NO3)(C(=O)NCC3CCCCC3)CC2)cc(OCC)c1OCC (stereo unspecified)	i	i	23.7	i	2.9	i	i	i	i	i	i
O=C(NCCCN1CCN(c2ccccc2F)CC1)C1CCC(=O)N1C1CCCCC1 (stereo unspecified)	i	i	-15.5	i	-2.2	i	i	i	i	i	i
COc1cc(OC)cc(C(=O)Nc2ccc3c(c2)n(C)c(=O)n3C)c1	i	i	7.6	i	-2.0	i	i	i	i	i	i
O=C1C(Cl)=C(Nc2ccccc2)C(=O)c2ccccc21	i	i	-9.8	i	-1.6	i	i	i	i	i	i
CC(=O)O[C@@H]1[C@H](OC(=O)CC(C)C)c2c(ccc3ccc(=O)oc23)OC1(C)C	i	i	-2.5	i	-3.4	i	i	i	i	i	i
Cc1ccc(C(=O)N(CCN(C)C)CC2CCCN(Cc3ccccc3F)C2)cc1C (stereo unspecified)	i	i	-3.9	i	-8.2	i	i	i	i	i	i
COc1ccc(-c2nc3ccccc3c(=O)n2CCc2ccc(O)cc2)cc1	i	i	4.2	i	-0.4	i	i	i	i	i	i
Cc1c(Cl)cnc(NC(=O)COC(=O)c2cccc(S(=O)(=O)N3CCc4ccccc4C3)c2)c1Cl	i	i	1.8	i	-2.0	i	i	i	i	i	i
Cc1cccc(C)c1OCC(=O)Nc1ccc2c(c1)C(=O)NC2=O	i	i	3.3	i	-2.0	i	i	i	i	i	i
